# Compound activity as filed in PubChem.
# HCV inh = HCV inhibition. 340,000 compounds, 3.4% hits. Potency, µM (series often up to 41.8 µM), inactives show at the highest dose activity change, negative = inhibition, usual class: inhibitors. Huh7.5.1 HCVcc-Cre infection, luciferase reporter, 44 h; also: potency is read from the fitted curve at half-maximal effect; % is scaled to controls: 0 for no effect and ±100 for the full control effect
#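 Infectious HCVcc-Cre (~0.5 moi) was added to cells just after compound, with cells seeded 4 h earlier at 1,000 per well. Luciferase activity after 44 h culture reported infection; substrate was incubated 15 min at room temperature before reading.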
# Cycloheximide cs = counter-screen hit for Shiga toxin inhibitors, cycloheximide. cell reporter, cycloheximide protein synthesis inhibition counterscreen. max response, %. 300,000 compounds, 12% hits; in the data active = max response mostly above about 13%, no sharp cut-off; inactive = mostly below about 14%; also: read at 38.3 µM for the half of the compounds with a filed dose; 0% is about no effect
# Pf growth 48h = P. falciparum growth inhibition at 48 hours (one generation); P. falciparum luciferase growth in erythrocytes, 48 h; Potency, µM (series often up to 28.7 µM), without a hit: at the highest dose activity change, negative = inhibition, actives largely listed as inhibitors; 310,000 compounds, 5.9% hits; AID 504832; also: potency is read from the fitted curve at half-maximal effect; % is scaled to controls: 0 for no effect and ±100 for the full control effect
#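 First compound was added to culture medium, then infected red cells at 0.1% parasitemia and 2% hematocrit (final). After incubation at 37 C under 5% CO2, luciferase detection reagent was dispensed and light output recorded.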
# Pf growth 96h = P. falciparum growth inhibition at 96 hour, primary screen for plastid delayed-death inhibitors; P. falciparum luciferase reporter growth, 96 h; 320,000 compounds, 6.9% hits; Potency, µM (highest dose often 28.7 µM), for the others: top-dose activity change, negative = inhibition, usual class: inhibitors; AID 504834; also: potency is read from the fitted curve at half-maximal effect; % is scaled to controls: 0 for no effect and ±100 for the full control effect
#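 Infected RBCs, 2% Hct / 0.05% parasitemia final; luciferase-reporter P. falciparum; cpd 96 h, 37 C, 5% CO2; luciferase detection reagent; luminescence.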
# Giardia FBPA inh = inhibitors of Giardia lamblia fructose-1,6-bisphosphate aldolase; purified Giardia FBPA; Potency, µM (highest dose often 59.6 µM), for inactives: top-dose activity, negative = inhibition, usual class: inhibitors; AID 2451; 290,000 compounds, 0.71% hits; also: potency is read from the fitted curve at half-maximal effect; % is scaled to controls: 0 for no effect and ±100 for the full control effect; nearly all actives have a fitted effect of over 55% in size
# Target sequence (A8B2U2 whole entry, looked up): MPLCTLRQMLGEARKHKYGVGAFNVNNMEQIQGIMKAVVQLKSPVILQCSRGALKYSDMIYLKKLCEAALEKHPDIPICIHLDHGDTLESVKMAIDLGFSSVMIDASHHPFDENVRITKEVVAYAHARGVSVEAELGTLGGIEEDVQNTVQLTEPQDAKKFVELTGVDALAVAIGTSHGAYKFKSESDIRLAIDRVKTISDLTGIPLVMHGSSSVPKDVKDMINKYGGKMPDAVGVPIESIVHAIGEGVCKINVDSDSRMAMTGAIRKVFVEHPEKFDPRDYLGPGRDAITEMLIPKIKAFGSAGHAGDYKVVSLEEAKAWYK
#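 Giardia FBPA (40 nM reagent) was preincubated 10 min at RT with compound (up to 57.5 uM final), then substrate plus GAPDH/TPI/NAD/arsenate coupling system with diaphorase/resazurin was added; resorufin fluorescence (525/598 nm) was read after 20 min.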
# Shiga inhibitor = blocks Shiga toxin action in Vero cells | Vero cells, Shiga toxin protein synthesis inhibition reporter | inhibition, % at 38.7 µM | 290,000 compounds, 9.2% hits; in the data active = inhibition mostly above about 28%, no sharp cut-off; inactive = mostly below about 43%; also: 0% is about no effect
# An asterisk follows results filed as active; i = inactive; ? = inconclusive; . = no result given; & = joins results of further samples; [ ] = dose if it differs, or a comment. Unless noted, calls follow the shape of the dose curve; as a rule, active = well fitted curve in the direction sought with a large enough effect; inconclusive = small, poorly fitted or top-dose-only effect, or another doubt; inactive = no such curve, though single readings can be large; an effect the other way counts as inactive or inconclusive.
SMILES,HCV inh,Cycloheximide cs,Pf growth 48h,Pf growth 96h,Giardia FBPA inh,Shiga inhibitor
COc1ccccc1C(=O)N1CCC(N2CCN(c3ccccc3OC)CC2)CC1,-9.7%,-1.4,?,?,?,22.0
Cc1nc(C(C)N(C)Cc2nc(-c3ccc4c(c3)OCO4)no2)c(C)s1 (stereo not drawn),-10.4%,50.6*,23.7%,1.1%,0.1%,44.7
CC(=O)Oc1cccc(N2C(=O)c3ccc(C(=O)Nc4cccnc4)cc3C2=O)c1,18.4%,-1.5,25.0%,-17.7%,-0.4%,-4.4
COc1ccccc1NC(=O)CSc1nnnn1-c1ccc(C)cc1,14.8%,1.3,-17.0%,2.7%,0.6%,-3.1
O=C(COC(=O)c1cccs1)Nc1ccccc1Cl,7.6%,-2.0,4.3%,10.8%,4.7%,36.9*
O=C(NCc1ccc2c(c1)OCO2)C1CCN(c2nccc(C(F)(F)F)n2)CC1,2.3%,-1.8,30.0%,34.1%[activator],5.4%,-4.1
O=C(/C=C\c1cn(-c2ccccc2)nc1-c1ccccc1)Nc1nccs1,?,-1.9,?,21.3%,1.7%,-8.5
Cc1ccc(/C=C2\C(=O)Nc3ccccc32)o1,?,17.5*,34.8%[activator],90.2%[activator],-22.4%,21.1
CCc1nc2c(cnn2-c2ccc(Cl)cc2)c(=O)n1-c1ccc(OC)cc1,11.2µM*,-3.6,17.9%,?,-0.3%,-14.9
O=C(Nc1cccc(Cl)c1)c1ccc(Cn2cc(Cl)cn2)cc1,-25.8%,14.9*,-10.2%,-9.4%,-6.9%,78.8*
N/C(Cc1ccc(Cl)cc1Cl)=N\OC(=O)c1ccccc1F,3.5%,53.3*,35.3%[activator],0.0%,1.2%,74.6*
COc1ccc(-c2[nH]ncc2CN2CCC(OCc3ccccn3)CC2)c(F)c1,3.4%,3.7,-1.5%,20.7%,0.3%,8.2
CC1(C)CC(=O)N(c2ccc(Cl)c(Cl)c2)C(=O)C1,17.7%,-2.6,-1.3%,-12.4%,2.9%,-6.5
COc1ccc(Cl)cc1NC(=O)Cn1c(=O)n2nc(C)nc2c2ccccc21,-1.6%,3.8,.,?,-2.3%,-18.3
N#Cc1c(-c2ccc(F)cc2)cc(-c2cccnc2)nc1N,10.2%,-1.4,21.6%,28.1%,2.5%,-4.8
CC1=C[C@@H](C)[C@@H](c2ccccc2)OC1=O,-1.9%[8.37 µM],-0.4,.,.,6.2%,20.0
Cc1cc[n+]2cc(-c3cccc([N+](=O)[O-])c3)c(-c3cccc([N+](=O)[O-])c3)cc2c1,8.6%,-3.7,0.828µM*,0.147µM*,4.3%,9.1
Cc1ccc(NC(=O)Nc2cccs2)cc1,3.2%,28.3*,55.6%[activator],7.38µM*,-12.7%,64.3*
CCC(C)NC(=O)C1CCN(S(=O)(=O)c2ccc(Br)s2)CC1 (stereo not drawn),-8.5%,-2.0,?,10.4µM*,-1.7%,-14.4
CCNc1nc(NC(C)C)nc(Oc2ccc(OCc3ccccc3)nn2)n1,14.3%,1.0,?,-33.0%,7.2%,-7.3
O=C(CCS(=O)(=O)c1ccc(Br)cc1)Nc1cc(F)ccc1F,6.7%,-2.3,1.4%,?,-1.2%,7.0
CC(=O)c1ccc(C(=O)N2CCc3c([nH]c4ccccc34)C2c2ccccn2)s1 (stereo not drawn),3.5%,5.2,?,?,-0.1%,8.2
COc1cc2c(cc1OC)C(C)N(C(=O)c1ccc(Cl)c(S(=O)(=O)N3CCCCC3)c1)CC2 (stereo not drawn),8.91µM*,-1.9,?,?,-13.5%,22.1
CCN(CC(=O)Nc1c(F)cccc1F)C(=O)c1ccc2ccccc2n1,6.7%,.,34.0%[activator],20.8%,.,.
O=Cc1cn(CCCOc2ccccc2)c2ccccc12,1.8%,55.0*,129.0%[activator],7.4%,-23.3%,50.8*
Cc1ccc(N2CC(O)=C(c3nc4ccccc4c(=O)[nH]3)C2=N)cc1C,?,7.8,14.1%,36.9%[activator],-6.7%,-1.6
Fc1ccc(-c2csc(-c3ccncc3)n2)cc1,?,31.1*,-2.6%,-13.2%,2.8%,48.9*
Cn1c(=O)cc(SCC(=O)N2CCN(c3ccccc3)CC2)c2ccccc21,?,0.3,.,?,-10.9%,1.9
COc1ccc(NC(=S)NN(C)C(=S)Nc2ccc(OC)cc2)cc1,-21.1%,6.2,8.3%,-23.7%,?,15.1
CCc1ccc(C(=O)NCc2ccc(Cl)cc2Cl)cc1,-9.8%,14.3,1.3%,3.4%,-0.1%,47.0
COC(=O)c1ccc(C23CC4(C2)[C@H](CN(Cc2ccc(C(F)(F)F)cc2)[C@@H]4c2ccccc2)C3c2ccccc2)cc1 (stereo partly drawn),27.5%[8.37 µM],3.8,?,?,4.2%&-1.5%,-4.5
Cc1cc2ccccn2c1C(C[N+](=O)[O-])c1c(F)cccc1Cl (stereo not drawn),?,19.8,?,?,-17.9%,26.4
CN(C)CCCN1C(=O)C(=O)/C(=C(/O)c2ccccc2)C1c1ccccn1 (stereo not drawn),.,-5.3,1.7%,-18.3%,-6.4%,-8.9
O=c1[nH]c(=O)n(-c2ccccc2)c2c1C(C(F)(F)F)(C(F)(F)F)N=C(C1CCCCC1)N2,13.3%,-4.0,?,?,2.7%,-12.9
Cc1cccc(NC(=S)NCCc2ccc(F)cc2)c1C,?,6.6,?,-8.4%,1.4%,8.3
Cc1cc(C)n2nc(C(=O)OCC(=O)N3CCC3)nc2n1,19.0%,-3.3,-14.5%,32.7%[activator],5.9%,-14.7
COc1cc(OC)cc(-c2sc3ccccc3c(=O)c2I)c1,.,11.9,.,.,-9.4%,i
COc1ccccc1C(=O)C1CCCN(C(=O)C2CCCC2)C1 (stereo not drawn),12.3%,9.0,-13.1%,?,4.7%,30.4
O=C1NC(=O)N(c2cccc(F)c2)C(=O)/C1=C/c1ccc(N2CCOCC2)cc1,10.0%,2.5,6.5%,27.0%,-1.3%,8.5
COc1ccc(S(=O)(=O)N2CCC(C(=O)NCC3CCCO3)CC2)cc1OC (stereo not drawn),4.1%,-2.4,21.5%,0.1%,2.7%,-4.3

# Compound profiles, from the list above. Order of values: HCV inh	Cycloheximide cs	Pf growth 48h	Pf growth 96h	Giardia FBPA inh	Shiga inhibitor
# O=c1[nH]c(=O)n(-c2ccccc2)c2c1C(C(F)(F)F)(C(F)(F)F)N=C(C1CCCCC1)N2 in the list: 13.3%	-4.0	?	?	2.7%	-12.9
# O=Cc1cn(CCCOc2ccccc2)c2ccccc12 in the list: 1.8%	55.0*	129.0%[activator]	7.4%	-23.3%	50.8*

# Sorted by formula weight (lowest first): three of the compounds above.
SMILES,HCV inh,Cycloheximide cs,Pf growth 48h,Pf growth 96h,Giardia FBPA inh,Shiga inhibitor
COc1ccccc1C(=O)C1CCCN(C(=O)C2CCCC2)C1 (stereo not drawn),12.3%,9.0,-13.1%,?,4.7%,30.4
Cn1c(=O)cc(SCC(=O)N2CCN(c3ccccc3)CC2)c2ccccc21,?,0.3,.,?,-10.9%,1.9
O=c1[nH]c(=O)n(-c2ccccc2)c2c1C(C(F)(F)F)(C(F)(F)F)N=C(C1CCCCC1)N2,13.3%,-4.0,?,?,2.7%,-12.9

# (more compounds)
SMILES,HCV inh,Cycloheximide cs,Pf growth 48h,Pf growth 96h,Giardia FBPA inh,Shiga inhibitor
O=C(CSc1nnc(Cc2ccccc2)n1-c1cccc(Cl)c1)N1CCOCC1,2.4%&-7.2%,-1.8,5.4%,-3.7%[5.75 µM],15.6%,-7.7
Cc1ccc(C(=O)OCC(=O)NCCc2ccccc2)cc1S(=O)(=O)N1CCOCC1,18.2%,.,9.6%,-7.0%,.,.
CN(C)C(=O)Oc1ccc(-c2cn3cc(C(F)(F)F)ccc3n2)cc1,3.1%,19.6,110.5%[activator],123.0%[activator],-7.1%,41.0*
Cc1ccc(S(=O)(=O)NNC2=NS(=O)(=O)c3ccccc32)c(C)c1,3.3%,-0.5,-2.1%,?,16.7%,16.8
Cc1ccc(NC(=O)C(Cc2ccccc2)NC(=O)OCc2ccccc2)cc1C (stereo not drawn),-27.2%,-2.1,-18.0%,35.9%[activator],-0.3%,-8.4
CCCN(CCC)C(=O)Cc1coc2ccc3ccccc3c12,-19.3%,14.7,11.7µM*,.,4.0%,-10.8
COC(=O)c1ccc(CNC(=O)COC(=O)c2ccc(N(C)C)cc2)cc1,-29.2%,4.8,-3.4%,-2.1%,-0.2%,-8.6
COc1ccccc1CCC(=O)Nc1ccc2c(c1)CN(Cc1ccc(CO)o1)CC2,-29.7%,2.6,13.1µM*,?,-11.3%,5.1
O=C(O)c1ccc(NS(=O)(=O)c2cccc3cccnc23)cc1,22.1%,-5.1,.,21.0%,20.5%,4.3
Cc1nnc(NC(=O)CSc2nc(N)c(NC(=O)c3cccs3)c(=O)[nH]2)s1,14.9%,-1.9,25.0%,26.5%,-7.1%,-2.1
COC(=O)c1cc2c(cc1[N+](=O)[O-])OCO2,11.3%,2.7,25.5%,10.7%,2.7%,15.3
Cc1onc(-c2c(Cl)cccc2Cl)c1C(=O)NCCc1ccc(S(N)(=O)=O)cc1,4.4%,-1.2,.,-16.0%,-1.7%,-17.6
CNC(=S)Nc1ccc(-c2nc3ccc(C)cc3s2)cc1,-25.0%,30.1*,i,i,-5.5%,95.1*
CC(=O)Nc1ccc(S(=O)(=O)NCCC(=O)Nc2cccc(Cl)c2)cc1,-16.4%,-0.5,-23.9%,-5.6%,-0.8%,-8.0
C=CCn1c(C2CCCCC2)n[nH]c1=S,-15.0%,-3.7,7.2%,-1.7%,?,-5.6
Cc1nc(N2CCN(S(=O)(=O)c3ccc(Br)cc3)CC2)c2c(C)c(C)sc2n1,?,1.7,17.6%,-10.0%,-0.5%,-10.6
Cc1ccc(-n2nc(C)c(C3(O)C(=O)N(C)c4ccccc43)c2N)cc1 (stereo not drawn),-8.4%,0.6,16.9%,-2.8%,-0.1%,-3.9
CC(C)(C)CC(=O)NCc1cccs1,1.6%,0.5,3.9%,0.5%,4.8%,-7.3
O=C(Nc1ccccc1C(=O)NC1CCCCC1)c1ccccc1,-27.8%,2.0,?,6.57µM*,.,-15.6
CC1(C)C(N(O)C(=O)Nc2ccccc2)N(c2cccc(Cl)c2)C(=O)N1O (stereo not drawn),-0.8%,-2.4,6.4%,7.6%,5.6%,10.0
COc1ccccc1NC(=O)CSc1nc(N)cc(N)n1,-1.4%,-1.1,1.6%,-13.7%,4.9%,-4.6
O=C(O)CCNc1cc2ccccc2cc1C(=O)O,10.6%,-4.0,-9.1%,2.5%,4.46µM*,20.4
Nc1ccc(N(c2ccccc2)c2ccc(N)cc2)cc1,10µM*,-3.8,?,-62.9%,-13.9%,-13.6
COCCNC(=O)C(c1ccc(C)o1)N(C(=O)Cn1nnc2ccccc21)c1ccccc1 (stereo not drawn),17.7%,-0.4,-18.7%,?,1.4%,-7.9
O=C(Cc1ccccc1[N+](=O)[O-])NNC(=O)c1ccncc1,19.2%,.,6.7%,-6.7%,.,.
CCNC(=O)COC(=O)CCNC(=O)c1ccc(Cl)cc1,16.2%,7.7,34.9%,0.0%,7.9%,-3.3
COc1cccc(NC(=O)C2CCC(CNS(=O)(=O)c3cccc4cccnc34)CC2)c1 (stereo not drawn),-1.5%,-3.4,?,?,1.3%,-11.3
Fc1ccc2nc(-c3ccccc3)nc(SCc3nnc(-c4ccccc4)o3)c2c1,13.5%,-4.6,26.2%,?,0.3%,-2.2
CCSc1nccc(-c2nn(-c3ccc(C)cc3)ccc2=O)n1,?,9.2,?,.,-7.3%,-23.0
CC(=O)c1cc(F)c(N2CCN(CCC#N)CC2)cc1C,-7.0%,-3.3,8.3%,.,2.8%,-2.7
CC[C@@H](C)C(NC(=O)OC(C)(C)C)c1cn([C@@H](CCC(=O)OC(C)(C)C)C(=O)N2CCN(C(=O)OC(C)(C)C)CC2)nn1 (stereo partly drawn),4.1%,-1.6,?,?,3.1%,-7.0
